Screens: PubChem BioAssay, several laboratories
NPY Y2 blocker: NPY-Y2 receptor antagonists, primary screen, cell-based. inhibition, % at 2.7 µM. AID 793, 2007. Neuropeptide Y receptor type 2 (Homo sapiens), P49146. NPY-Y2 expressing cells, antagonist mode. hit rate 0.99% among 140,000; in the data active = inhibition above about 17%;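 note: 0% = vehicle with agonist challenge and 100% = reference antagonist with challenge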
Target sequence (P49146 whole entry, looked up): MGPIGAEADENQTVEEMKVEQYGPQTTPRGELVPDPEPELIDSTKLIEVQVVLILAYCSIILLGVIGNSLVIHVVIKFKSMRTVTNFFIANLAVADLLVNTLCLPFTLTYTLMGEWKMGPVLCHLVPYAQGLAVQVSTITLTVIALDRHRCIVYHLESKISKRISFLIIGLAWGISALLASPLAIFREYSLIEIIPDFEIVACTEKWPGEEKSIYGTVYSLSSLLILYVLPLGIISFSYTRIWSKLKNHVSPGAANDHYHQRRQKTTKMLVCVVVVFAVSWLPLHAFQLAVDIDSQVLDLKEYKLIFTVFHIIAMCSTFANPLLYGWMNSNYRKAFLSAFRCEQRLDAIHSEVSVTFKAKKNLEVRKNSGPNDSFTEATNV
Measles CPE: compounds protecting cells from measles virus cytopathic effect, primary screen, measles RdRp inhibitor project, single point, MLSMR library, absorbance; hit rate 1.5% among 140,000; Measles virus-infected cells, CPE protection; protection (pct of control), % at 4 µM; AID 841, 2007; in the data active = protection mostly above about 24%, no sharp cut-off; inactive = mostly below about 26%; note: some compounds called inactive have numbers as strong as hits
GALR2 antag: GALR2 antagonists in receptor-expressing cells, primary screen. antagonist mode. Galanin receptor type 2 (Homo sapiens), O43603. hit rate 0.39% among 140,000. inhibition, % at 4 µM; in the data active = inhibition above about 27%;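 note: cells stimulated with galanin 1-16 at roughly its EC80; 0% = agonist challenge control and 100% = basal control without agonist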
Target sequence (O43603 whole entry, looked up): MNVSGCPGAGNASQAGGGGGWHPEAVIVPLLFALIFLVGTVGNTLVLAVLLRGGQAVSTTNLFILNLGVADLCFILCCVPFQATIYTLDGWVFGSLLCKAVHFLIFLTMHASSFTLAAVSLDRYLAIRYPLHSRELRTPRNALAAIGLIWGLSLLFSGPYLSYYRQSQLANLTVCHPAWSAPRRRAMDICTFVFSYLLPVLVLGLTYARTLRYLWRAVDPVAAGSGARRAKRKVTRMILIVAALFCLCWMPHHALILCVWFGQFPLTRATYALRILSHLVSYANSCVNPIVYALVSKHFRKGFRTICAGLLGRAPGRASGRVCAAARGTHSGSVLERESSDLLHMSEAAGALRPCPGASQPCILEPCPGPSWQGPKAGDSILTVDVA
MRP1 act: H69AR viability gain despite doxorubicin, primary screen, MRP-1 activator project, H69AR cells, CellTiter-Glo; viability rescue; viability increase, % at 10 µM; hit rate 0.61% among 140,000;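 active = viability gain under doxorubicin at or above a set limit, the compound median plus 3 SD, cut at about 4.7% in these data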;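 note: MRP-1 overexpressing cells given doxorubicin 25 µM after compound pretreatment; 18-22 h compound pretreatment then 72 h with doxorubicin before readout; 0% = doxorubicin-only wells and 100% = vehicle-treated cells without doxorubicin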
Yeast life ext: compounds extending yeast replicative lifespan, primary screen, S. cerevisiae, OD615. inhibition of the nicotinamide effect, % at 10 µM. hit rate 0.68% among 130,000. S. cerevisiae growth with nicotinamide; deaD strain in restrictive glucose medium;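 active = inhibition above a set limit, placed 3 SD over the median of all compounds, cut at about 26% in these data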;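 note: 0% = nicotinamide-treated wells and 100% = cells grown without nicotinamide; some compounds called inactive have numbers as strong as hits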
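Material: Modified budding yeast, DeaD strain | Medium: Restrictive glucose medium | Probe or stimulus: 1.5 mM nicotinamide | Dosing: Single dose 10 µM compound, 0.25% DMSO | Times: 48 h at 30 °C | Technique: OD615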
HCT116 PTEN-null: growth suppression of PTEN-null HCT116, primary screen, cell-based, CellTiter-Glo; viability, % at 10 µM; hit rate 1.2% among 140,000; AID 827, 2007; HCT116 PTEN-null viability, 60 h; stronger effect = lower value;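 active = viability at or below a set limit, 4 SD under the median of all tested compounds, cut at about 3.7% in these data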;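 note: PTEN knockout HCT116 line with beta catenin targeted HCT116 as companion control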
BB579 growth dn: growth inhibitors of yeast BB579 in restrictive medium, primary screen, yeast lifespan-shortening project, S. cerevisiae. OD615, 48 h. inhibition, % at 10 µM. hit rate 0.51% among 140,000;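 active = inhibition above a set limit, 3 SD over the mean compound inhibition, cut at about 44% in these data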; note: inactives centre near -24
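System: Saccharomyces cerevisiae DeaD strain BB579, replicative lifespan model yeast | Buffer or medium: Restrictive glucose-based CSMM-D medium | Times: 4 h preincubation and 48 h exposure at 30 °C | Detection: OD615 turbidity measurement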
Phagocytosis inh: inhibitors of macrophage phagocytosis, primary screen, imaging, J774A.1 cells, IgG beads. inhibition, % at 5 µM. hit rate 0.07% among 110,000. J774A.1 macrophage IgG-bead phagocytosis. AID 1029, 2008;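 active = inhibition above the mean of the plate negative controls plus 5 SD, cut at about 13% in these data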;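 note: phagocytic index as fraction of beads internalized from green versus red external bead signal; plate controls were DMSO negative control for no effect and cytochalasin-D positive control for full effect; some results beyond the cut were filed as inactive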
bCat KO growth: primary screen for growth suppressors in beta-catenin knockout HCT116 cells (colon tumor, human) | HCT116 beta-catenin knockout viability, CellTiter-Glo, 60 h; stronger effect = lower value | viability, % at 10 µM | hit rate 1.5% among 140,000 | AID 818, 2007;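 active = viability at or under a set limit, the compound median less 4 SD, cut at about 6% in these data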;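 note: 0% = Hyamine 1622 control at 20 µM and 100% = untreated cell control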
E-sel TNF inh: E-selectin induction blockers in HUVEC – imaging, immunofluorescence, high content, primary screen. hit rate 0.71% among 120,000. inhibition, % at 2 µM. HUVEC TNFa-induced E-selectin immunofluorescence;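 active = inhibition above the batch mean plus 3 SD, and confirmed as a hit on visual image review, cut at about 43% in these data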;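 note: 0% = TNF-stimulated DMSO wells and 100% = unstimulated control wells; not every result past the cut was called active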
Numbers without * were called inactive; nt = not tested or not shown.

SMILES	NPY Y2 blocker	Measles CPE	GALR2 antag	MRP1 act	Yeast life ext	HCT116 PTEN-null	BB579 growth dn	Phagocytosis inh	bCat KO growth	E-sel TNF inh
Cc1ccc(-c2nnc(CSc3nnc(COc4cccc5ccccc45)n3-c3ccccc3)o2)cc1	12	3	-15	-2.2	-16	10	-43	0	15	-10
Cc1ccc(-n2ncc3c(=O)n(-c4ccc(C)c(C)c4)c(C)nc32)cc1	7	22	7	0.5	-4	78	-13	-1	74	-24
Cc1nc(SCC(=O)O)c2oc3ccccc3c2n1	2	6	-4	-0.7	-14	95	-17	0	105	-15
CCCn1c(C(C)NC(=O)c2ccccc2)nc2ccccc21 (stereo not given)	2	5	-4	-1.8	nt	89	-24	nt	91	2
O=C(CCn1c(=O)sc2ccccc21)Nc1cccnc1	-1	12	1	-0.8	nt	97	-42	nt	98	-29
CCCCn1c(O)c(C=NCCCN(C)C)c(=O)[nH]c1=O	4	-1	-1	-3.2	-12	90	7	-1	82	15
CCN(CC)C(=O)C1CCC(CNS(=O)(=O)c2cccc3cccnc23)CC1 (stereo not given)	-3	33	6	-0.7	-9	89	-6	0	89	nt
CN1C(=O)C(CC(=O)NC2CCCCC2)SC1=Nc1ccccc1 (stereo not given)	1	4	-9	-0.4	6	101	-41	-2	95	nt
O=C(CCC(=O)N1CCOCC1)Nc1nnc(C2CCCCC2)s1	0	16	-12	-0.2	-8	92	8	0	86	18
CCOC(=O)c1ccc(NC(=O)CC2COc3ccccc3O2)cc1 (stereo not given)	6	1	1	2.9	-13	86	13	-4	102	13
Cc1cc2nn(-c3cccc4ccccc34)nc2cc1N	1	8	15	-3.4	-24	77	-21	-1	89	-20
Cc1cc(C)cc(NC2=NCC(=O)N2Cc2ccccc2)c1	3	11	8	-1.3	-8	86	-2	-2	92	-22
N#Cc1c(-c2ccco2)c2c([nH]c1=S)CCCC2	nt	8	nt	-0.9	-17	91	-38	0	93	nt
COc1ccccc1CNc1ccc(N2CCOCC2)c(C(=O)O)c1	1	7	-6	0.4	-3	103	-54	0	101	-27
CC(C)(C)n1nnnc1C(c1cccs1)N(Cc1ccccc1)Cc1ccco1 (stereo not given)	20*	11	9	-3.2	2	42	-17	0	38	8
CCOC(=O)C1CCCN(C(=O)c2cc(-c3ccc(C)cc3)on2)C1 (stereo not given)	6	3	5	-0.1	-5	95	-28	-2	89	-25
Cc1cccc(CN2CCc3c(OCC(=O)N4CCCc5ccccc54)cccc3C2=O)c1	0	3	-9	-0.9	1	96	-20	-4	99	8
O=C(c1ccccc1)c1ccc2nc(N3CCN(C(=O)c4ccco4)CC3)c3nncn3c2c1	nt	2	nt	-5.5	-10	42	-29	0	53	nt
O=C1NC(c2ccccc2)CCC1(Cl)Cl (stereo not given)	1	13	3	-0.7	1	95	-23	3	97	-12
CN(C)/C=C1/Sc2ccccc2C1=O	3	3	10	-3.2	-19	94	4	-2	93	nt
COc1ccc(S(=O)(=O)Nc2ccc3c(c2)OCO3)cc1Cl	-1	4	11	-1.4	-2	90	-59	0	93	-21
O=C1N/C(=C/c2cccn2-c2ccccc2)C(=O)N1Cc1ccccc1F	-1	2	0	-3.1	4	88	-12	-2	82	-1
O=C(COc1ccc([N+](=O)[O-])cc1)Nc1ccc(N2CCCC2)cc1	1	19	5	-1.5	1	97	-40	-1	97	nt
CC(C)(C)c1csc(NC(=O)Cn2c(=O)oc3ccccc32)n1	2	2	13	-3.1	-6	85	-17	-1	96	7
CCCN1CCN(c2ncnc3c2nnn3Cc2ccccc2)CC1	0	10	4	-1.3	-9	29	-22	3	41	33
Cc1cc(NC(=O)C2C3C(=O)N(Cc4ccc(Cl)cc4)C(C(=O)NC(C)(C)C)C34C=CC2(C)O4)no1 (stereo not given)	-2	11	9	-1.9	-6	100	-35	nt	90	-5
CN(Cc1ccccc1)S(=O)(=O)c1ccc(C(=O)Nc2nnc(C3CC3)o2)cc1	1	10	-5	-1.8	-12	19	-35	-4	19	nt
O/N=C1\CC(O)Cc2nonc21 (stereo not given)	2	7	4	-2.7	-11	96	-14	-1	95	-4
COc1cc(OC)cc(C(=O)Nc2ccc(S(=O)(=O)Nc3cc(C)on3)cc2)c1	1	10	-10	0.6	2	99	1	-3	96	nt
Cc1cccc(C)c1OCC(O)CNS(=O)(=O)c1ccccc1C(=O)N1CCCCC1 (stereo not given)	0	10	-4	-2.7	nt	69	-21	nt	71	-18
Cc1cc(C)nc(NC(=O)C(c2ccccc2)c2ccccc2)n1	0	3	-3	-2.1	-17	95	-25	nt	92	1
CCOC(=O)C1(CC/C(C)=N\NC(N)=O)CC(C)(C)OC1=O (stereo not given)	0	3	2	-1.0	0	105	-7	-11	97	nt
CCn1c(=O)[nH]c(=O)c2c(N)c(C(=O)c3ccccc3OC)sc21	4	8	-11	-1.0	-3	99	-26	-12	91	nt
Cc1cccc(NC(=S)NNC(=O)c2csc3c2CCC(C)C3)c1 (stereo not given)	11	18	7	0.0	-16	61	-21	nt	55	-36
COc1cc(C(=S)N2CCCC2)ccc1OC(=O)c1ccc(Cl)cc1[N+](=O)[O-]	2	5	-18	-3.9	-33	99	-6	nt	97	23
CCOc1ccc(CN(C)CC(=O)c2c(N)n(Cc3ccccc3)c(=O)n(CC)c2=O)cc1OC	3	20	-7	-2.2	-11	70	-13	-1	71	-10
O=C(COC(=O)CCC(=O)c1cccs1)Nc1cc(S(=O)(=O)N2CCOCC2)ccc1Cl	1	18	1	1.7	-2	107	-40	0	92	11
O=c1cc(CO)oc(CN2CCN(c3ccccc3F)CC2)c1O	2	3	6	-3.8	13	97	-39	-1	88	13
CCC(=O)N1CCc2cc(S(=O)(=O)NCCC(=O)N3CC=C(c4ccccc4)CC3)ccc21	1	14	-15	-3.6	-3	92	-26	-2	88	nt
COc1ccc(NC(=O)CSc2n[nH]c(N)n2)c([N+](=O)[O-])c1	13	10	-4	-2.8	-4	90	-12	-4	97	-59

Record cards, as listed above. Order of values: NPY Y2 blocker | Measles CPE | GALR2 antag | MRP1 act | Yeast life ext | HCT116 PTEN-null | BB579 growth dn | Phagocytosis inh | bCat KO growth | E-sel TNF inh
Record of `O=c1cc(CO)oc(CN2CCN(c3ccccc3F)CC2)c1O` : 2 | 3 | 6 | -3.8 | 13 | 97 | -39 | -1 | 88 | 13
Record of `CN(Cc1ccccc1)S(=O)(=O)c1ccc(C(=O)Nc2nnc(C3CC3)o2)cc1` : 1 | 10 | -5 | -1.8 | -12 | 19 | -35 | -4 | 19 | nt
Record of `Cc1cc(NC(=O)C2C3C(=O)N(Cc4ccc(Cl)cc4)C(C(=O)NC(C)(C)C)C34C=CC2(C)O4)no1` (stereo not given) : -2 | 11 | 9 | -1.9 | -6 | 100 | -35 | nt | 90 | -5

More results
SMILES	NPY Y2 blocker	Measles CPE	GALR2 antag	MRP1 act	Yeast life ext	HCT116 PTEN-null	BB579 growth dn	Phagocytosis inh	bCat KO growth	E-sel TNF inh
COc1cccc(Cn2cccc(NC(=O)NC3CCCCC3)c2=O)c1	5	3	14	0.3	-2	88	-19	-2	88	15
Cc1ccc(C(=O)Cc2nnc(C)s2)cc1	2	16	-8	-2.9	3	88	-6	-3	98	27
COc1ccc(CCNC(=O)CN(c2ccccc2OC)S(C)(=O)=O)cc1	-2	21	9	-2.8	-6	88	-11	0	95	-14
CCCCNCc1cccn1-c1ccccc1	4	17	-3	-2.5	nt	80	-22	nt	81	-2
CCCCONc1ncnc2nonc12	3	6	11	-1.0	0	96	-22	2	84	nt
Cc1cc(O)c(C2(C(F)(F)F)NCCNC2=O)cc1C (stereo not given)	-1	8	5	-1.0	-13	98	-33	-1	99	-18
O=C1c2cccc3cccc(c23)C(=O)N1CCN1CCN(C(=S)Nc2ccccc2)CC1	1	17	-5	-0.3	0	82	5	-10	72	nt
COc1cccc(C2NC(=O)NC(C)=C2C(=O)Nc2ccc(C)cc2)c1OC (stereo not given)	2	4	2	0.9	-19	94	-12	0	93	-20
COc1ccccc1CNc1nc2ccccc2n1CCN1CCCCC1	21*	3	11	-2.3	-11	25	-20	-1	24	nt
COc1ccc(-c2nc(-c3ccccc3)nc(N3CCN(C)CC3)c2C#N)cc1	1	-1	-2	-5.4	-25	26	-77	nt	29	-22
CCCNS(=O)(=O)c1ccc(C(=O)NCC2CCCO2)cc1 (stereo not given)	1	12	5	-0.4	-1	111	-39	0	97	-15
CC1CN(C(=O)C2(C)CC2(Br)Br)CC(C)O1 (stereo not given)	0	27	-4	-1.6	6	88	-14	-7	93	nt
CCCN(CCC)CCCOC(=O)c1ccc(Cl)cc1Cl	7	4	-1	-3.9	-28	94	-8	-1	99	1
CC(=O)N1CCc2cc(S(=O)(=O)NC(Cc3ccccc3)C(=O)NC3CCCCCC3)ccc21 (stereo not given)	2	4	-16	-2.4	-3	87	-30	nt	88	25
COc1ccc(/C=N/NC2=NCCCCC2)cc1	3	8	6	-0.4	-5	nt	-13	0	94	4
CCOC(=O)c1c(NC(=O)CN2CCCc3ccccc32)sc(C)c1C	4	8	10	-3.7	-2	82	-30	-3	77	nt
NC(=O)C1(N2CCCCC2)CCN(C(=O)c2ccccc2)CC1	9	3	-3	-2.3	-5	104	-25	0	91	-4
CC(=O)c1cccc(NC(=O)Nc2ccc(C(=O)N3CCOCC3)cc2)c1	1	3	-18	-3.0	nt	89	-29	nt	93	-2
O=C(Nc1ccc(N2CCN(C(=O)c3ccccc3)CC2)cc1)c1ccc(Br)o1	-2	10	14	0.7	-13	87	-11	1	92	-3
CC(C)(C)c1ccc(C(=O)NC(=S)Nc2ccc(N3CCOCC3)cc2)cc1	0	5	9	-2.7	-1	81	-13	-4	71	nt
c1ccc(-c2cc(-c3nc4ccccc4[nH]3)c3ccccc3n2)cc1	9	4	10	-0.6	-2	20	-9	-1	28	12
CCCCN1C(=O)c2ccc(C(=O)Nc3ccc(C)c(S(=O)(=O)N(C)C)c3)cc2C1=O	-1	37	-7	0.4	-1	82	-18	-2	86	nt
O=C(N/N=C/c1cccs1)[C@H]1C[C@@H]1c1ccccc1	1	9	-8	1.7	-2	82	-19	-3	80	-6
O=C(Nc1ccc2c(c1)OCCO2)C1CCCN(S(=O)(=O)c2cccc3nsnc23)C1 (stereo not given)	1	12	-4	-0.5	-9	93	-31	1	90	-33
Cc1nn(C(CC(=O)O)C(=O)O)c(C)c1Br (stereo not given)	2	9	2	-2.1	nt	108	-3	nt	89	12
CC1Cc2ccccc2N1S(=O)(=O)c1cnc[nH]1 (stereo not given)	-1	20	21	-2.2	-1	91	-23	-2	93	-54
CC(C)CC(NC(=O)C(CC(C)C)NC(=O)OC(C)(C)C)C(=O)O (stereo not given)	5	5	7	0.8	-4	108	0	-1	100	nt
Cc1cc(C(F)(F)F)nc(Nc2nc(C)c3ccccc3n2)n1	2	5	1	0.6	-23	100	-15	-2	102	3
N#CCSc1nc2ccccc2c2nc3ccccc3n12	4	0	7	-5.1	-5	9	61*	nt	5.8*	nt
